RGS8-Gao: modulates binding of RGS8 to human Galphao. AID 1423. P09471. response (percent of control binding), % at 10 µM. multiplexed bead flow cytometry; actives lie on both sides. 220,000 compounds, 0.34% hits; in the data active = response below about 60% or above about 140%; inactive = in between;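 also: Galphao activated as the GDP aluminium fluoride complex binding bead-coupled RGS8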
Target sequence (P09471 whole entry, looked up): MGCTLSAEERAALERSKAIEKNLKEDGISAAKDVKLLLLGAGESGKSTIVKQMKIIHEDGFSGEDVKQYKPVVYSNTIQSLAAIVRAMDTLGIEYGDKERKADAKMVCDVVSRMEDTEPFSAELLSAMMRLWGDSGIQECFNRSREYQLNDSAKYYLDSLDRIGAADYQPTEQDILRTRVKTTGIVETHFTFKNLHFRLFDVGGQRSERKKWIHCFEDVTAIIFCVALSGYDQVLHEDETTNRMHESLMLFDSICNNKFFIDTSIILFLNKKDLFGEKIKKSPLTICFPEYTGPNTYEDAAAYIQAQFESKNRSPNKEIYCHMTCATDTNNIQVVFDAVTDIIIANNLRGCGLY
Mcl1 Bid PPI: disrupts binding of human Mcl-1 to Bid peptide | TR-FRET Mcl-1/Bid-Dy647 peptide binding, 1536-well | Q07820 | AID 1021 | 220,000 compounds, 0.97% hits | inhibition, % at 21.7 µM;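 active = compounds that cut the binding signal by more than half at the single screening dose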;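 also: His-tagged Mcl-1 with europium anti-His antibody binding Bid BH3 peptide; 0% = Mcl-1 plus peptide wells and 100% = peptide-only wells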
Target sequence (Q07820 whole entry, looked up): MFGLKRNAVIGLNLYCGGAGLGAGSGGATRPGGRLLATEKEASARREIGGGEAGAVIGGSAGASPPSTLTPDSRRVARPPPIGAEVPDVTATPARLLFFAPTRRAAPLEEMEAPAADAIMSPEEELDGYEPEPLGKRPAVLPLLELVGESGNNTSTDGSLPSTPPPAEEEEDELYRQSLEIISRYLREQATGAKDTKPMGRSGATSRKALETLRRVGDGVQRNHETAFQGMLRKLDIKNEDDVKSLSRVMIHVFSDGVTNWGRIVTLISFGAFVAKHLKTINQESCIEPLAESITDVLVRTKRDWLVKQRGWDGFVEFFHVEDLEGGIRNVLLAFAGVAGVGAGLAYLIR
Pf gamet viab: kills late stage P. falciparum gametocytes | 150,000 compounds, 0.065% hits | AID 743093 | inhibition, % at 10.9 µM | P. falciparum stage V gametocytes, ATP luminescence, 24 h;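 active = inhibition above the mean plus 3 SD of compounds within the control limits, set per campaign, cut at about 38% in these data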;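 also: 0% = DMSO wells and 100% = medium only without gametocytes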
Rab2A wt mod: changes GTP binding to wildtype dog Rab2A, up or down; P61105; GST-Rab2 wt beads, Bodipy-GTP binding, flow cytometry; GTP binding activity, % at 10 µM; 190,000 compounds, 0.19% hits; AID 760;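 active = GTP binding activity at least 20 points away from 100%, either lowered or raised; inconclusive = signal likely due to the compound's own green fluorescence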;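 also: 0% = beads with excess unlabeled GTP and 100% = no-compound control corrected for plate trend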
Rac1 wt GTP bind: human Rac1 wildtype GTP binding, inhibitors and activators; GTP binding activity (% of control), % at 10 µM; GST-Rac1 beads, fluorescent GTP binding, flow cytometry; actives lie on both sides; 0 = cold GTP competed, 100 = untreated; 190,000 compounds, 0.27% hits; P63000;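 active = GTP binding activity at least 20 points away from the 100% control level, either lower or higher; inconclusive = compound flagged as likely green fluorescent, judged across all proteins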
HRas wt GTP: changes GTP binding to wildtype human HRas; GST-Ras wt beads, Bodipy-FL-GTP binding, flow cytometry; actives lie on both sides; GTP binding activity, % at 10 µM; 190,000 compounds, 0.14% hits;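 active = GTP binding activity at least 20% away from the 100% baseline, either lowered as inhibitor or raised as activator; inconclusive = flagged as likely green fluorescent, judged across all proteins in the well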;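 also: 0% = unlabeled GTP competition control and 100% = no-compound control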
Mcl1-Noxa inh: disrupts binding of human Mcl-1 to Noxa peptide | TR-FRET Mcl-1/Noxa peptide binding, 2 h | inhibition, % at 21.7 µM | 220,000 compounds, 1.5% hits;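 active = compounds that cut the protein-peptide binding signal by more than 50% relative to plate controls in a single-dose test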;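 also: His-tagged Mcl-1 with rhodamine Noxa BH3 peptide and terbium anti-His antibody; 0% = Mcl-1 plus Noxa peptide wells and 100% = peptide-only wells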
Cdc42 wt GTP: human Cdc42 wildtype GTP binding change, either direction; GST-Cdc42 beads, Bodipy-GTP binding, flow cytometry; actives lie on both sides; percent activity (GTP binding), % at 10 µM; 190,000 compounds, 0.2% hits; AID 761;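 active = percent activity GTP binding at least 20 points away from the 100% baseline, either down as inhibitor or up as activator; inconclusive = compound flagged as likely green fluorescent from well-wide comparison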;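 also: median bead fluorescence of bound Bodipy-FL-GTP at 100 nM; 0% = excess unlabeled GTP control and 100% = no compound control; below 100% means less GTP binding so inhibitor and above means activator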
Target sequence (P60953 whole entry, looked up): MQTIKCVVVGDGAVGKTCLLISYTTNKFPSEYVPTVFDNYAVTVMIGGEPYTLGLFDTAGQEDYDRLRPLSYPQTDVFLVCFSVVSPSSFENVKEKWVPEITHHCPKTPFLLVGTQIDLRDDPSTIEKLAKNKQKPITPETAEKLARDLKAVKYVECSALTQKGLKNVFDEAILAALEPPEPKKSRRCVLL
Mcl-1 Bim block: human Bim-Mcl-1 interaction inhibition; inhibition, % at 10 µM; Bead-based flow cytometry, Bim peptide-Mcl-1 binding; AID 1009; 190,000 compounds, 0.1% hits; in the data active = inhibition above about 40%;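 also: 0% = no compound tracer wells and 100% = peptide blocker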
Rab7 wt modul: dog Rab7 wildtype GTP binding, inhibitors and activators. GTP binding activity (percent of control), % at 10 µM. GST-Rab7 beads, fluorescent GTP binding, flow cytometry; actives lie on both sides; untreated = 100%, excess cold GTP = 0%. 190,000 compounds, 0.055% hits. AID 758;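 active = fluorescent GTP binding to Rab7 beads changed by at least 20 points from the 100% baseline, either direction, mostly lower; inconclusive = compound itself probably fluorescent, or too few beads counted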;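 also: median green fluorescence of bound Bodipy-FL-GTP per Rab7 bead population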
Rac1 mut GTP: human Rac1 activated mutant GTP binding change; 190,000 compounds, 0.11% hits; percent activity (GTP binding), % at 10 µM; P63000; GST-Rac1 activated beads, fluorescent GTP binding, flow cytometry; actives lie on both sides; 100% means binding = to untreated wells;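 active = GTP binding at least 20 percentage points away from the 100% baseline, in either direction, so actives lie on both sides; inconclusive = Compound likely fluorescent itself, or too few beads counted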
Active calls of the source: *; u = inconclusive; x = no result given.

#	SMILES	RGS8-Gao	Mcl1 Bid PPI	Pf gamet viab	Rab2A wt mod	Rac1 wt GTP bind	HRas wt GTP
1	CCCCNC(=O)C1CC(c2cccc([N+](=O)[O-])c2)=NO1 (stereo not given)	103	-12	x	101	104	100
2	c1coc(CNc2nc3ccccc3n2CCN2CCOCC2)c1	106	-27	x	106	105	102
3	CCSc1nnc2c(n1)OC(c1ccc(C(=O)O)cc1)N(C(C)=O)c1ccccc1-2 (stereo not given)	86	-5	x	96	100	95
4	Cc1ccc(NC(=O)CO/N=C(\N)c2nonc2N)cc1C	80	0	x	93	101	96
5	Cc1cc2nc(C3CCN(Cc4nnnn4Cc4ccccc4)CC3)[nH]c2cc1C	103	9	-20	98	103	100
6	O=C(O)c1sc2cc(C(F)(F)F)cnc2c1-c1ccccn1	104	-14	7	99	104	99
7	COc1ccc(-n2nc(C(=O)NCC(=O)N3CCN(Cc4ccc5c(c4)OCO5)CC3)c3ccccc3c2=O)cc1OC	100	-25	2	96	99	95
8	CC1(C)Cc2c(ccc3ccccc23)/C(=C/C(=O)N2CCCCC2)N1	101	-43	12	99	98	97
9	CCCCN(CC)c1nc(-c2ccncc2)nc2ccccc12	104	47	x	100	101	99
10	CCOc1cc(CNC2CCCC2)ccc1OCc1ccccc1Cl	101	2	-17	99	99	97

#	Mcl1-Noxa inh	Cdc42 wt GTP	Mcl-1 Bim block	Rab7 wt modul	Rac1 mut GTP
1	-17	103	-3	99	102
2	0	104	0	103	103
3	7	99	-1	94	96
4	4	101	-2	96	98
5	40	102	-1	100	99
6	-10	99	-3	96	101
7	16	98	-2	93	97
8	22	96	42*	100	97
9	2	101	-2	99	100
10	16	99	0	98	98

Next section
#	SMILES	RGS8-Gao	Mcl1 Bid PPI	Pf gamet viab	Rab2A wt mod	Rac1 wt GTP bind	HRas wt GTP
11	O=S(=O)(c1ccccc1)N1N=C(c2cccs2)CC1c1ccc(Br)cc1 (stereo not given)	99	-27	x	98	107	101
12	Cc1nn(Cc2ccccc2)c(Cl)c1/C=C/C(=O)OCC(=O)N1CCCC1=O	102	-44	-7	98	99	97
13	CCn1c(C)nc2cc(C(=O)N/N=C(\C)c3ccccc3O)ccc21	98	-13	8	100	101	100
14	O=C(CCc1n[nH]c(=O)[nH]c1=O)N/N=C/c1ccco1	105	-39	-3	98	96	97
15	CC(C)c1nnc(NC(=O)c2c(O)c3cccc4c3n(c2=O)CCC4)s1	99	-27	x	96	104	99
16	Cn1c(NC(=O)CCC2CCCCC2)cc(=O)n(C)c1=O	104	4	x	102	103	101
17	O=C(Nc1ccc(Oc2ccccc2)cc1)C1CCCO1 (stereo not given)	97	1	x	99	99	96
18	Nc1n[nH]c(S(=O)(=O)CCCc2ccccc2)n1	98	4	-13	98	97	101
19	CCC(=O)n1nc(NCc2ccc(OC)c(OC)c2)nc1NCc1ccc(OC)c(OC)c1	101	-25	-22	100	102	102
20	CCOC(=O)C(CC)Sc1ccc2nnc(-c3cccnc3)n2n1 (stereo not given)	99	-11	x	96	103	96

#	Mcl1-Noxa inh	Cdc42 wt GTP	Mcl-1 Bim block	Rab7 wt modul	Rac1 mut GTP
11	-6	102	-3	99	99
12	-7	98	-1	103	95
13	0	100	5	105	94
14	6	94	2	103	95
15	-43	100	-6	94	98
16	9	101	0	100	101
17	20	99	2	98	95
18	12	98	4	96	98
19	-6	102	0	100	97
20	3	101	-2	99	97

Next part
#	SMILES	RGS8-Gao	Mcl1 Bid PPI	Pf gamet viab	Rab2A wt mod	Rac1 wt GTP bind	HRas wt GTP
21	Cc1noc(NS(=O)(=O)c2ccc(NC(=O)CSc3n[nH]c(-c4ccccc4)n3)cc2)c1C	101	-11	x	u	u	u
22	COc1ccccc1/C=C(/C(=O)OCC(=O)Nc1ccccc1C)c1ccccc1	107	12	x	90	95	91
23	O=C(CSCCNS(=O)(=O)c1ccccc1)Nc1ccccc1	102	-3	3	101	107	104
24	COc1cc(C2Nc3ccc4ncccc4c3C3=C2C(=O)CCC3)cc(OC)c1OC (stereo not given)	94	-27	13	94	91	97
25	CCc1cccc(C)c1NC(=O)C1CCCO1 (stereo not given)	105	-24	x	105	109	105
26	COCCCn1c(C)c(C(C)=O)cc(NC(=O)c2ccccc2)c1=O	98	-11	21	100	100	100
27	CCCc1[nH]n(-c2ccc([N+](=O)[O-])cc2)c(=O)c1C=NCCN1CCNCC1	106	-40	x	95	98	93
28	COc1ccc(/C(C)=N/NC(=S)NCCc2ccccc2)cc1	99	-49	39*	96	97	97
29	CC(=O)C(Cc1ccccc1)NC(=O)CCl (stereo not given)	103	4	4	100	102	100
30	COc1ccc(C2c3c(oc4ccccc4c3=O)C(=O)N2CC2CCCO2)cc1 (stereo not given)	100	-51	-6	99	98	101

#	Mcl1-Noxa inh	Cdc42 wt GTP	Mcl-1 Bim block	Rab7 wt modul	Rac1 mut GTP
21	x	u	2	u	u
22	21	98	3	95	94
23	2	104	0	102	102
24	-6	92	-2	102	95
25	-2	113	6	106	103
26	-1	96	0	101	96
27	2	97	4	97	95
28	9	94	-4	98	94
29	13	100	-6	107	95
30	-2	100	0	100	94

Carrying on.
#	SMILES	RGS8-Gao	Mcl1 Bid PPI	Pf gamet viab	Rab2A wt mod	Rac1 wt GTP bind	HRas wt GTP
31	O=C(CCl)NCCNC(=O)c1cc(OCC(F)(F)F)ccc1OCC(F)(F)F	94	10	32	99	99	97
32	O=C(N/N=C/c1ccco1)C1CC(=O)N(c2ccccc2)C1 (stereo not given)	96	-23	-14	96	98	97
33	Cc1ccc(S(=O)(=O)CC(=O)NC(C)(C)C)cc1	102	-7	-5	98	101	99
34	OCCN(CCO)CC(O)Cn1c2ccccc2c2ccccc21 (stereo not given)	98	22	12	99	101	98
35	O=C(NCc1ccccc1)N[C@@H](Cc1ccccc1)C(=O)O	86	-11	x	95	96	94
36	O=C(Nc1ccccc1)n1ccc(-c2ccc(-n3ccnc3)cc2)n1	104	-31	-3	97	100	98
37	S=C(c1ccccc1)N(c1ccccc1)c1ccccc1	103	-21	x	95	100	97
38	Cc1ccc(S(=O)(=O)N2C(=S)SCC2(C)C)cc1	106	12	x	97	101	100
39	CCOC(=O)Cn1c(=NC(=O)C2COc3ccccc3O2)sc2cc(S(N)(=O)=O)ccc21 (stereo not given)	104	-21	6	97	100	97
40	Cc1nc2ccc(NC(=O)c3cccs3)cc2c(=O)n1Cc1ccc(Cl)cc1	93	-12	x	100	99	98

#	Mcl1-Noxa inh	Cdc42 wt GTP	Mcl-1 Bim block	Rab7 wt modul	Rac1 mut GTP
31	0	101	-1	107	91
32	-5	95	0	97	96
33	-6	96	-1	99	93
34	30	96	-1	98	98
35	-5	93	-5	93	97
36	-7	100	0	96	98
37	-10	98	1	94	97
38	-4	100	0	102	99
39	21	97	-3	95	97
40	16	100	0	101	98

In another format: entries from further up.
The line under a structure holds: RGS8-Gao	Mcl1 Bid PPI	Pf gamet viab	Rab2A wt mod	Rac1 wt GTP bind	HRas wt GTP	Mcl1-Noxa inh	Cdc42 wt GTP	Mcl-1 Bim block	Rab7 wt modul	Rac1 mut GTP
29. CC(=O)C(Cc1ccccc1)NC(=O)CCl (stereo not given)
→ 103	4	4	100	102	100	13	100	-6	107	95
5. Cc1cc2nc(C3CCN(Cc4nnnn4Cc4ccccc4)CC3)[nH]c2cc1C
→ 103	9	-20	98	103	100	40	102	-1	100	99
27. CCCc1[nH]n(-c2ccc([N+](=O)[O-])cc2)c(=O)c1C=NCCN1CCNCC1
→ 106	-40	x	95	98	93	2	97	4	97	95

Remaining list, next part
#	SMILES	RGS8-Gao	Mcl1 Bid PPI	Pf gamet viab	Rab2A wt mod	Rac1 wt GTP bind	HRas wt GTP
41	Cn1c(SCC(=O)Nc2cccc(Br)c2)nnc1-c1cc2ccccc2o1	109	-46	16	u	u	u
42	CCCCNC(=O)N1c2ccccc2CC1C (stereo not given)	102	-16	6	102	100	101
43	CCOC(=O)c1[nH]c2ccc(OC)cc2c1NC(=O)C(C)N1CCSCC1 (stereo not given)	101	-27	x	97	103	96
44	CCCOc1ccccc1NC(=O)/C=C/C(N)=O	100	-27	-8	101	101	102
45	Cc1cc(C)cc(Oc2ccccc2C=O)c1	94	-10	x	102	104	102
46	Cc1ccc2c(c1)C(CCN)C(=O)N2Cc1ccccc1 (stereo not given)	99	-1	x	92	93	91
47	CS(=O)(=O)c1ccc(C(=O)Nc2ccc(N3CCCC3)cc2)c(Cl)c1	97	-32	2	94	97	98

#	Mcl1-Noxa inh	Cdc42 wt GTP	Mcl-1 Bim block	Rab7 wt modul	Rac1 mut GTP
41	-5	u	6	u	u
42	9	97	1	110	96
43	-4	96	4	96	96
44	28	105	-1	100	97
45	-12	101	0	104	100
46	12	93	0	92	95
47	67*	96	-1	92	97

Some values from above:
cpd 47 in Mcl-1 Bim block has -1
cpd 41 in Mcl1-Noxa inh has -5
cpd 42 in Rab7 wt modul has 110
cpd 44 in Pf gamet viab has -8

Random draw from the library, and some 2.9% of all compounds hit somewhere here.
